Compound activity deposited in PubChem BioAssay by several laboratories.
ERa SRC1 pot: enhancers of ERα–SRC-1 coactivator binding, primary screen, biochemical, TR-FRET, ERα LBD, low estradiol. TR-FRET ERalpha-LBD/SRC-Cy5 coactivator binding, 2 h; 100 = basal binding, no effect. coactivator binding (% of control), % at 25.6 µM. 1.3% of 86,000 active. AID 639, 2007; in the data active means activity above about 200%;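 further: binding measured in presence of low estradiol as agonist stimulus; 0% = peptide alone without receptor and 100% = receptor with peptide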
Smad3 FoxH1 inh: Smad3/FoxH1 peptide binding inhibitors, primary screen, biochemical, TR-FRET; TR-FRET Smad3/Dy647-FoxH1 peptide binding, europium anti-His; inhibition, % at 25 µM; 0.29% of 88,000 active; Mothers against decapentaplegic homolog 3 (Homo sapiens), P84022;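 active means compounds that reduce the energy-transfer binding signal between the protein and its labelled peptide by more than half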;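 further: 0% = Smad3 plus labelled peptide maximal FRET and 100% = peptide-only background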
Target sequence (P84022 whole entry, looked up): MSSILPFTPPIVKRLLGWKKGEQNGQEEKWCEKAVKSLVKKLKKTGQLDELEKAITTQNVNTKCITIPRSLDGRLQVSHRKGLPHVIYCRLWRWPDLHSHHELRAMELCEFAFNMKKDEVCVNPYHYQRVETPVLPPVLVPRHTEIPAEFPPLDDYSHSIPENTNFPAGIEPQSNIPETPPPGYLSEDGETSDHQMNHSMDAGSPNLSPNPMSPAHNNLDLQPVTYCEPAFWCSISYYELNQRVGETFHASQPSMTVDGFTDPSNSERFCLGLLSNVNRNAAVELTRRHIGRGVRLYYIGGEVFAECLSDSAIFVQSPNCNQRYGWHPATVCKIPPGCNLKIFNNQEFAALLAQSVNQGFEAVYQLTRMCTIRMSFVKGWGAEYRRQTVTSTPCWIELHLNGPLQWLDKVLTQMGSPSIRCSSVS
MT1-MMP txn act: MT1-MMP promoter reporter activation – cell-based, luciferase luminescence, primary screen | HT1080 MT1-MMP promoter luciferase reporter, overnight; stronger effect = higher value | activation factor at 10 µM | 0.16% of 86,000 active;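 active means activation factor of at least 2 for MT1-MMP transcription at 10 µM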
Calb biofilm kill: clotrimazole potentiators killing Candida biofilms, primary screen, with clotrimazole, Alamar Blue. C. albicans biofilm + clotrimazole. inhibition, % at 6 µM. 0.14% of 85,000 active. AID 834, 2007;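 active means inhibition above 20%; inactive means inhibition below 20%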;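 further: preformed 24 hr biofilms exposed to compound for 48 hr; 0% = biofilm without compound and 100% = blank killed by clotrimazole plus chlorhexidine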
CD11b adhes inh: inhibitors of CD11b/CD18 adhesion to fibrinogen, primary screen, K562 cells, luminescence | ATPlite luminescence; Mn2+ added to activate the integrin | inhibition, % at 10 µM | 0.54% of 93,000 active;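 active means primary inhibition of 50% or more at 10 µM, then 40% or more on retest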; further: some results filed as inactive read as strong as hits
sEH act: soluble epoxide hydrolase activators, primary screen, biochemical, human sEH; Bifunctional epoxide hydrolase 2 (Homo sapiens), P34913; purified human sEH enzymatic activity, activator screen; activation, % at 2 µM; 0.04% of 91,000 active; AID 717, 2007; in the data active means activation above about 37%; further: values of inactives mirror those of a sister screen read the other way
sEH inh: soluble epoxide hydrolase inhibitors, primary screen, biochemical, human sEH; Bifunctional epoxide hydrolase 2 (Homo sapiens), P34913; recombinant human sEH enzymatic activity assay; inhibition, % at 2 µM; 0.34% of 91,000 active; AID 707, 2007; in the data active means inhibition above about 80%; further: values of inactives mirror those of a sister screen read the other way; many of its hits are not listed in these tables
Mac1 fbg enh: enhancers of CD11b/CD18 adhesion to fibrinogen, primary screen, K562 cells, luminescence; 0.07% of 93,000 active; Integrin beta-2 (Homo sapiens) + Integrin alpha-M (Homo sapiens), P05107+P11215; activation, % at 10 µM; ATPlite luminescence;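 active means 10 µM primary screen giving 50% or more activity, confirmed by 40% or more on retest at that dose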; further: strong numbers were not always called active; reference of the scale not given here
ERb coact inh: inhibitors of ERβ-SRC1 coactivator interaction, primary screen, biochemical, TR-FRET, ERβ LBD, SRC-1 peptide; Estrogen receptor beta (Homo sapiens), Q92731; TR-FRET ER-beta LBD / SRC1-Cy5 peptide binding; receptor agonist-loaded with 1 µM estradiol; inhibition, % at 25.6 µM; 1.3% of 86,000 active; AID 633, 2007;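 active means compounds whose percent inhibition of the receptor-coactivator binding signal exceeds about 50% in the single-dose screen, limit read from the data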;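 further: 0% = receptor plus peptide wells without compound and 100% = peptide-only wells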
Target sequence (Q92731 whole entry, looked up, the tested form may be a part): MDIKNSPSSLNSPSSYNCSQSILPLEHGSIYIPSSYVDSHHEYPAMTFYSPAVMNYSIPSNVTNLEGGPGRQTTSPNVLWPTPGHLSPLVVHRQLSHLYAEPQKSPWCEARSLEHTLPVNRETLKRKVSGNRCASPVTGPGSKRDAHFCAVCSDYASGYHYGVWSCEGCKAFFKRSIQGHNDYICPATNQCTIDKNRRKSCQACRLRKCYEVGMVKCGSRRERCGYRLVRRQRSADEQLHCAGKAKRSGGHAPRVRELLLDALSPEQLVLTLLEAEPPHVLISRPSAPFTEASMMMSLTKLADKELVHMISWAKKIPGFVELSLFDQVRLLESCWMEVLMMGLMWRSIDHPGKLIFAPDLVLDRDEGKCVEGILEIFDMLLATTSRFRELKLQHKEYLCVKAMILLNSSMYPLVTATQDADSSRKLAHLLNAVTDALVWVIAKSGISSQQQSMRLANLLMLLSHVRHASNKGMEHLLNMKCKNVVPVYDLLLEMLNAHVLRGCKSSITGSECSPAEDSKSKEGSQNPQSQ
Starred values were filed as active, the others as inactive; . = not tested or not shown; [ ] = dose if it differs, or a comment.

SMILES	ERa SRC1 pot	Smad3 FoxH1 inh	MT1-MMP txn act	Calb biofilm kill	CD11b adhes inh	sEH act	sEH inh	Mac1 fbg enh	ERb coact inh
CN(C(=O)COC(=O)C1c2ccccc2Oc2ccccc21)C1CCS(=O)(=O)C1 (stereo unspecified)	129	-3	0.9	-3	-3	-7	6	1	-3
NC(=O)C1CCN(CC(=O)Nc2ccccn2)CC1	100	-5	0.9	3	-27	6	-6	0	-4
CCN(CC)C(=O)c1cnn(-c2ccccc2)c1NC(=O)c1cccc(F)c1	105[fluorescence artefact?]	-3	1.1	-2	-6	-9	11	-2	-1
O=C(NCCn1ccc2ccccc21)c1ccc2c(c1)OCO2	116	-1	1.4	19	-7	.	.	3	-4
O=C(COC(=O)c1cccc(C(=O)OCC(=O)c2ccc(Br)cc2)n1)c1ccc(Br)cc1	.	.	.	.	17	-2	3	6	.
CCCCCCn1c(SCC(C)C)nc2c1c(=O)[nH]c(=O)n2C	95[fluorescence artefact?]	2	1	4	-6	14	-15	1	-3
CCOC(=O)Nc1ccc(S(=O)(=O)NCc2ccccc2)cc1	120	5	1.1	6	.	-7	7	.	-10
COc1ccc(CCNC(=O)c2ccc3nc(-c4ccco4)c(-c4ccco4)nc3c2)cc1OC	36[fluorescence artefact?]	-1	1.1	-7	-7	-11	13	0	94*[fluorescence artefact?]
CC1(C)CCCC2=C1CC1C(=O)N(c3ccccc3)C(=O)C1C2 (stereo unspecified)	110	11	1	3	-16	7	-8	3	-8
Cc1cccc(NC(=O)CC2Nc3cccc4cccc(c34)NC2=O)c1 (stereo unspecified)	.	.	.	.	-4	22	-19	1	.
CCOc1ccc(N(CC(=O)Nc2cccc(OC)c2)S(=O)(=O)c2c(C)noc2C)cc1	123	3	1.1	4	-6	5	-6	6	1
CCOc1ccc(N2C(=O)c3cccnc3C2Nc2ccc(C)cc2)cc1 (stereo unspecified)	105[fluorescence artefact?]	9	1.2	9	-10	23	-23	23	-15
CCOP(=O)(O)c1ccccc1OCCCCCOc1ccccc1P(=O)(O)OCC	131	-4	1	11	.	13	-13	.	15
CC1CCCN(Cc2nc3c(c(=O)n(C)c(=O)n3C)n2CC(=O)c2ccccc2)C1 (stereo unspecified)	106	9	1.3	14	-9	.	.	4	-7
Cc1ccc(S(=O)(=O)NCCCCCC(=O)NC(C)(C)CO)cc1	123	0	1.3	.	-14	-1	4	-1	-1
C=CCn1c(SCC(=O)c2cc(C)n(Cc3cccs3)c2C)nnc1-c1ccncc1	91	11	1.1	6	-1	.	.	2	16
CCOc1cc(CNc2ncc(-c3ccc(OC)cc3)n2C)ccc1O	74	11	1.1	-3	-6	8	-5	1	9
CCOc1cc(NC(=O)c2ccco2)c(OCC)cc1NC(=O)Cc1ccc(OC)c(OC)c1	92[fluorescence artefact?]	3	1	5	-2	14	-12	-3	8
CCC(C)(C)n1nnnc1C(c1cc2cc(C)ccc2[nH]c1=O)N1CCCC1 (stereo unspecified)	49[fluorescence artefact?]	7	1.1	3	-7	-2	-2	4	4[fluorescence artefact?]
CNC(=O)CN(c1ccc(F)cc1)S(=O)(=O)c1cc(C)ccc1OC	115	-14	1	-2	-1	10	-10	-3	3
c1ccc(Cc2nnc3sc(-c4ccc5c(c4)OCCO5)nn23)cc1	79	3	1.4	7	6	8	-9	10	-5
CC(C)n1c(SC2C(=O)CC(C)(C)CC2=O)nc2c1c(=O)n(C)c(=O)n2C	119	5	1	5	-6	5	-4	-2	-5
CC(=O)c1cccc(NC(=O)CN(c2ccc(C)cc2)S(=O)(=O)c2cccc3nonc23)c1	104	5	0.9	2	1	7	-4	-4	-8
Cc1ccc2[nH]c3c(c2c1)CN(C(=O)CN1CC(C)OC(C)C1)CC3 (stereo unspecified)	119	3	1.1	1	-30	-8	11	4	-13[fluorescence artefact?]
CC(C)OC(=O)c1c(NC(=O)c2cccs2)sc2c1CCCC2	97	15	1.2	9	-1	.	.	-2	-6[fluorescence artefact?]
COc1ccc(CCC(N)=O)cc1OC	95	0	1	3	-18	-3	4	-4	-15
c1ccc(-n2cnnc2SCc2cn3ccsc3n2)cc1	111	1	1.1	-1	5	-1	3	-1	-7
Nc1c(-c2ccccc2)cnn1-c1ccc(C(=O)O)cc1	103	18[fluorescence artefact?]	1.6	3	-32	10	-14	1	-17
c1ccc(CNc2nc3ccccc3n3cnnc23)cc1	238*[fluorescence artefact?]	5	.	7	2	-14	13	-4	7
CCOCC(=O)Nc1cccc(Br)c1	111	4	1.2	0	.	-4	4	.	-7

A section of the results above, as a working copy:
SMILES	ERa SRC1 pot	Smad3 FoxH1 inh	MT1-MMP txn act	Calb biofilm kill	CD11b adhes inh	sEH act	sEH inh	Mac1 fbg enh	ERb coact inh
CNC(=O)CN(c1ccc(F)cc1)S(=O)(=O)c1cc(C)ccc1OC	115	-14	1	-2	-1	10	-10	-3	3
c1ccc(Cc2nnc3sc(-c4ccc5c(c4)OCCO5)nn23)cc1	79	3	1.4	7	6	8	-9	10	-5
CC(C)n1c(SC2C(=O)CC(C)(C)CC2=O)nc2c1c(=O)n(C)c(=O)n2C	119	5	1	5	-6	5	-4	-2	-5
CC(=O)c1cccc(NC(=O)CN(c2ccc(C)cc2)S(=O)(=O)c2cccc3nonc23)c1	104	5	0.9	2	1	7	-4	-4	-8
Cc1ccc2[nH]c3c(c2c1)CN(C(=O)CN1CC(C)OC(C)C1)CC3 (stereo unspecified)	119	3	1.1	1	-30	-8	11	4	-13[fluorescence artefact?]
CC(C)OC(=O)c1c(NC(=O)c2cccs2)sc2c1CCCC2	97	15	1.2	9	-1	.	.	-2	-6[fluorescence artefact?]
COc1ccc(CCC(N)=O)cc1OC	95	0	1	3	-18	-3	4	-4	-15
c1ccc(-n2cnnc2SCc2cn3ccsc3n2)cc1	111	1	1.1	-1	5	-1	3	-1	-7
Nc1c(-c2ccccc2)cnn1-c1ccc(C(=O)O)cc1	103	18[fluorescence artefact?]	1.6	3	-32	10	-14	1	-17
c1ccc(CNc2nc3ccccc3n3cnnc23)cc1	238*[fluorescence artefact?]	5	.	7	2	-14	13	-4	7
CCOCC(=O)Nc1cccc(Br)c1	111	4	1.2	0	.	-4	4	.	-7

(further entries)
SMILES	ERa SRC1 pot	Smad3 FoxH1 inh	MT1-MMP txn act	Calb biofilm kill	CD11b adhes inh	sEH act	sEH inh	Mac1 fbg enh	ERb coact inh
CCOc1ccc(C(CC(=O)O)NC(=O)COc2ccccc2)cc1 (stereo unspecified)	109	9	1.1	7	.	-4	3	.	-12
CCCCCCSC1=C(C#N)C(c2ccc(C)o2)CC(=O)N1 (stereo unspecified)	88	3	1.1	4	-19	-10	10	-3	7[fluorescence artefact?]
O=C(COC(=O)c1ccccc1Cl)Nc1nccs1	.	.	.	.	-68	-6	6	0	.
Cc1ccc(S(=O)(=O)CCC(=O)O)cc1C	91	5	1.1	3	.	9	-8	.	12
CC1(C)Cc2ccccc2-c2nnc(SCc3ccccc3)n21	96	3	1.2	0	.	0	-2	.	-2
Clc1ccc(C2CC(c3cccs3)n3ncnc3N2)c(Cl)c1 (stereo unspecified)	94	9	1.2	1	.	.	.	.	7
CC(=O)Nc1cc2c(cc1Br)OCCO2	91	2	1.2	7	-26	8	-9	2	23
Cc1cccc(-n2cnc3cc(C(=O)N4CCCCC4)ccc32)c1	.	.	1.4	.	-20	17	-19	1	.
CC(NC(=O)C1CCC1)c1ccc(Cl)cc1 (stereo unspecified)	108	-17	1.1	-1	-12	2	1	-1	8[fluorescence artefact?]
Cc1ccc(C)c(Cc2c(C)nc3c(C(=O)N4CCOCC4)cnn3c2C)c1	118	-2	1	1	14	-2	2	-2	1

Entries of single compounds as entered above. Values in the order: ERa SRC1 pot	Smad3 FoxH1 inh	MT1-MMP txn act	Calb biofilm kill	CD11b adhes inh	sEH act	sEH inh	Mac1 fbg enh	ERb coact inh
`CC(NC(=O)C1CCC1)c1ccc(Cl)cc1` (stereo unspecified) in the list: 108	-17	1.1	-1	-12	2	1	-1	8[fluorescence artefact?]
`CCCCCCSC1=C(C#N)C(c2ccc(C)o2)CC(=O)N1` (stereo unspecified) in the list: 88	3	1.1	4	-19	-10	10	-3	7[fluorescence artefact?]

Other results:
SMILES	ERa SRC1 pot	Smad3 FoxH1 inh	MT1-MMP txn act	Calb biofilm kill	CD11b adhes inh	sEH act	sEH inh	Mac1 fbg enh	ERb coact inh
CN(C)c1cccc(C(=O)Nc2ccc(N3CCOCC3)cc2)c1	.	.	.	.	-2	8	-5	0	.
CC1CCCCN1Cc1nc2c(c(=O)n(C)c(=O)n2C)n1Cc1c(F)cccc1Cl (stereo unspecified)	119	-5	1	7	.	.	.	.	-3
CNC(=S)N1CCN(c2c(F)cc3c(=O)c(C(=O)O)cn(C4CC4)c3c2OC)CC1C (stereo unspecified)	112[fluorescence artefact?]	7	1	-1	-5	-5	7	1	5[fluorescence artefact?]
CN(C)CCN1C(=O)c2oc3ccccc3c(=O)c2C1c1cccc(Br)c1 (stereo unspecified)	123	0	1.1	-2	2	5	-6	-2	-2
CCC(CC)C(=O)N1CC(=O)Nc2ccc(Br)cc2C1c1ccccc1 (stereo unspecified)	108[fluorescence artefact?]	2	.	9	-9	2	-1	1	0
COc1ccc(S(=O)(=O)Nc2ccccc2C(=O)NCc2ccco2)cc1	90[fluorescence artefact?]	-6	1.1	3	-1	4	-3	0	7[fluorescence artefact?]
O=C(CCCCn1c(=O)[nH]c2ccsc2c1=O)NCc1ccc2c(c1)OCO2	129	0	.	7	-9	-9	8	-1	11
Cc1ccc(NS(C)(=O)=O)c(C(=O)c2ccccc2)c1	92	1	1.1	2	-30	-1	0	-4	-9
COc1ccccc1NS(=O)(=O)c1cc([N+](=O)[O-])ccc1N/N=C/c1c(C)[nH]c2ccccc12	.	.	.	.	6	14	-17	4	.
O=C(O)CCC(=O)Nc1ccc(Br)cn1	101	-11	1	8	2	.	.	-6	12
COC(=O)c1cccc(NS(=O)(=O)c2ccc(OC)cc2)c1C	98	-4	1.2	9	.	-3	8	.	45
COc1ccc(OC)c(NC(=O)CCN2CCC(C)CC2)c1	48[fluorescence artefact?]	2	1	9	-11	-11	11	-4	31
COc1ccc(CN2CCCCC2C)cc1OC (stereo unspecified)	116	3	1.1	0	-31	8	-9	2	-11
O=C(CSc1nncs1)NCc1ccc2c(c1)OCO2	95	-2	1.3	6	-13	-5	5	1	7
CCOC(=O)c1cnc(SCC(=O)Nc2cc(OC)cc(OC)c2)nc1N	105	4	1	6	7	11	-13	-4	-7
O=C(NNC(=O)C1CC1)c1ccc(-c2ccccc2)cc1	.	.	.	.	2	-2	4	-3	.
Cc1cc(-c2ccc(Cl)cc2)n2nc(N)nc2n1	116	1	0.9	1	-6	-12	13	0	-4
Cc1nn(-c2ccccc2)c(Cl)c1/C=C/C(=O)c1ccccc1	.	.	.	.	24	14	-12	1	.
O=C(c1cc(NC(=O)C23CC4CC(CC(C4)C2)C3)cc(NC(=O)C23CC4CC(CC(C4)C2)C3)c1)N1CCCCC1	102	15	1.2	.	.	6	-1	.	-4
c1coc(-c2ncc[nH]2)c1	119	-2	1.1	4	-28	.	.	-3	-7

Some of the compounds tested; count on the stated rates, not on these rows.
